# FEN1 inh – qHTS Assay for the Inhibitors of Human Flap endonuclease 1 (FEN1); AID 588795, 2011; Potency, µM (titrated, usually from 114 µM), for the others: top-dose activity change, negative = inhibition, hits mostly inhibitors; Recombinant FEN1 flap cleavage, fluorescence, 15 min; actives 0.35% (n = 390,000); P39748; further: nearly all actives have a fitted effect of over 65% in size
# Target sequence (P39748 whole entry, looked up): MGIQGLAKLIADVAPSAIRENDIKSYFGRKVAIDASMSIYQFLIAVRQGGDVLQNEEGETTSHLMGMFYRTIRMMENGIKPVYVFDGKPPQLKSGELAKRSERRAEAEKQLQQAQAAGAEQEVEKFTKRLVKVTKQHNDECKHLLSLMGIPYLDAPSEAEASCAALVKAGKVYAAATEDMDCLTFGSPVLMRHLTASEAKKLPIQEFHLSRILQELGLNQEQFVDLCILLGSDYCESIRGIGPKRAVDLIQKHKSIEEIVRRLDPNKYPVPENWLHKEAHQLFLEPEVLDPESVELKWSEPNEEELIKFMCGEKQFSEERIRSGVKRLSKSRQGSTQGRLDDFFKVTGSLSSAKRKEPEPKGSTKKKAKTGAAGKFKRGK
#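 Potency values derive from four-parameter Hill fits of normalized qHTS data. The reaction used 10 nM FEN1 preincubated 15 min at room temperature with compound, then 50 nM DNA substrate, read at 0 and 15 min.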
# N370S GC mod – qHTS Assay for Inhibitors and Activators of N370S glucocerebrosidase as a Potential Chaperone Treatment of Gaucher Disease; Lysosomal acid glucosylceramidase (Homo sapiens), P04062; N370S GC spleen homogenate, 4MU-glucoside fluorescence; Potency, µM (titrated, usually from 59.4 µM), for inactives: at the highest dose activity change, negative = inhibition, hits mostly inhibitors; actives 0.092% (n = 330,000);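 further: 0% = full enzyme activity and -100% = no enzyme basal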
# TDP1 cell CPT – qHTS for Inhibitors of human tyrosyl-DNA phosphodiesterase 1 (TDP1): qHTS in cells in presence of CPT | chicken DT40 Tdp1-/-;hTDP1 cells + 20 nM CPT, ATP luminescence, 48 h | Potency, µM (doses to about 46.2 µM), for inactives: at the top dose activity change, negative = growth inhibition, hits mostly inhibitors | actives 12% (n = 420,000) | AID 686979, 2013; further: nearly all actives have a fitted effect of over 55% in size
#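 Chicken DT40 Tdp1-/- cells stably complemented with human TDP1 were seeded at 400 cells/well in medium containing 20 nM camptothecin, exposed to pin-transferred compounds, and grown at 37 °C for at least 48 hr. Viability was read as ATP luminescence.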
# * hit, by the source's call; ? = inconclusive; nt = not tested or not shown; & = joins results of further samples. The call rests on the fitted dose curve; in most records, active means well fitted curve in the direction sought with a large enough effect; inconclusive means small, poorly fitted or top-dose-only effect, or another doubt; inactive means no such curve, though single readings can be large; an effect the other way counts as inactive or inconclusive. Unless noted, on the % scale 0 is the no-effect control and ±100 the full control effect; potency means the concentration at half of the fitted maximal effect.
Compound | N370S GC mod | FEN1 inh | TDP1 cell CPT
Cc1ccc(-c2nc(C3CCN(S(=O)(=O)c4ccc(C(C)(C)C)cc4)CC3)no2)cc1 | 0% | -4% | ?
Cc1ccc(Oc2ccccc2/C=C/C(=O)O)cc1 | 0% | -7% | -14%
CCOC(=O)CSc1nc2cc(C(=O)N3CCC(C(N)=O)CC3)ccc2c(=O)n1C1CCCCC1 | -2% | 11% | -2%
CCNC(=S)N1CCC(c2nc3ccccc3s2)CC1 | -5% | 3% | -9%
O=C(Nc1cccc(S(=O)(=O)N2CCCCCC2)c1)C1CCC1 | -8% | 6% | -11%
O=C(O)/C=C\C(=O)Nc1cc(O)ccc1[N+](=O)[O-] | 0% | -20% | 2%
O=C(O)Cc1c(C(=O)O)nnn1-c1cccc(C(F)(F)F)c1 | 6% | -4% | 0%
O=C(Nc1cccc2nsnc12)c1ccc(-c2ccc(Br)cc2)o1 | 0% | -9% | ?
Cc1[nH]c(=S)c(C#N)c2c1CCCC2 | -5% | 10% | 9%
Cc1ccc(CNCC(O)c2ccccc2)s1 (configuration not stated) | -17% | 5% | -21%
CC(C)CC(=O)N1CCN(Cc2ccc(C(F)(F)F)cc2)CC1 | -9% | 1% | ?
CCS(=O)(=O)c1ccc2oc(=O)c(/C=C(\O)c3ccc(Cl)cc3)nc2c1 | -7% | ? | 6%

# Molecules above containing a halogen, in the order listed:
Compound | N370S GC mod | FEN1 inh | TDP1 cell CPT
O=C(O)Cc1c(C(=O)O)nnn1-c1cccc(C(F)(F)F)c1 | 6% | -4% | 0%
O=C(Nc1cccc2nsnc12)c1ccc(-c2ccc(Br)cc2)o1 | 0% | -9% | ?
CC(C)CC(=O)N1CCN(Cc2ccc(C(F)(F)F)cc2)CC1 | -9% | 1% | ?
CCS(=O)(=O)c1ccc2oc(=O)c(/C=C(\O)c3ccc(Cl)cc3)nc2c1 | -7% | ? | 6%

# Further compounds.
Compound | N370S GC mod | FEN1 inh | TDP1 cell CPT
N#CCCN(C(=O)COC(=O)c1ccc2c(c1)OCCO2)c1ccccc1 | nt | 10% | -1%
C/C(NC(=O)c1ccccc1F)=C1\C(=O)C[C@@H]2[C@H]1C2(C)C | 20% | 10% | ?
O=[N+]([O-])c1ccc(-c2ccc(/C=N/Nc3nc(N4CCCCC4)nc(N4CCCCC4)n3)o2)cc1 | 2% | 3% | ?
CO/N=C/c1ccc(N2CCOCC2)c([N+](=O)[O-])c1 | -1% | 2% | 16%
O=C(Nc1ccccc1)ON=C1c2ccccc2-c2ccccc21 | 3% | 0% | ?
O=C1CC(c2ccc3c(c2)OCCO3)Oc2ccc([N+](=O)[O-])cc21 (configuration not stated) | -9% | ? | ?
NS(=O)(=O)c1ccc(CCNC(=O)c2ccc(CS(=O)(=O)c3ccc(Br)cc3)o2)cc1 | -5% | 2% | -13%
COc1ccc2[nH]c3c(NCCCN4CCCC4=O)ncnc3c2c1 | 7% | -16% | 0%
CCC(C)(C)NC(=O)C(c1ccccn1)N(C(=O)c1csnn1)c1ccc(C)cc1 (configuration not stated) | 6% | 1% | -26%
CC(=O)Nc1ccc(NC(=O)Nc2ccccc2)cc1 | 3% | -9% | -4%
O=C(NCCc1cn[nH]c1)C1CCC(=O)N(CCc2cccc(F)c2)C1 (configuration not stated) | -17% | -29% | ?
COc1ccc(C2CC(=O)c3c([nH]c(C(=O)OC4CCC(C)CC4)c3C)C2)cc1OC (configuration not stated) | nt | -5% | ?
C/C(N)=C(/C#N)C(=O)COC(=O)C1=NN(c2ccccc2)C(=O)CC1 | -10% | 20% | 2%
COc1ccc(N2C(=O)/C(=C/N(C)C)NC2=S)cc1 | -12% | 3% | 4%
Cc1cc(SCn2nnc3ccccc3c2=O)nc2ccccc12 | 3% | 0% | -12%
Cc1nn(-c2ccccc2)c(Cl)c1C1C(C#N)=C(N)Oc2c1c(C)nn2-c1ccccc1 (configuration not stated) | -3% | -2% | -18%
Cc1cccc(-c2nc3c4ccccc4n(CC(=O)Nc4cccc(F)c4)c(=O)n3n2)c1 | nt | 6% | ?
Cc1cccc(C(=O)Nc2nnc(-c3ccncc3)o2)c1 | -1% | 21% | -22%
CCOC(=O)N1CCC(NCCNC(=O)c2ccc(F)c(F)c2)CC1 | nt | -3% | 2%
O=C(CN1CCOCC1)Nc1cccc(C(F)(F)F)c1 | nt | 2% | 3%
CCNc1ncc2nc(-c3ccc(F)cc3)c(=O)n(-c3ccccc3)c2n1 | 26% | nt | 4%
Cc1ccc(/C=C/C(=O)O)cc1S(=O)(=O)NCCCC(=O)O | 6% | 14% | 4%
N#CCCCSc1nnc(-c2ccc(Cl)cc2)n1-c1ccccc1 | 11% | 0% | ?
CCC1CCCCN1C(=O)COc1ccc2c(c1)OCO2 (configuration not stated) | 1% | 14% | -3%

# In another format: four of the compounds above.
# Values run as follows: N370S GC mod, FEN1 inh, TDP1 cell CPT
- Cc1cccc(C(=O)Nc2nnc(-c3ccncc3)o2)c1
 : -1%, 21%, -22%
- O=C(CN1CCOCC1)Nc1cccc(C(F)(F)F)c1
 : nt, 2%, 3%
- COc1ccc(N2C(=O)/C(=C/N(C)C)NC2=S)cc1
 : -12%, 3%, 4%
- Cc1nn(-c2ccccc2)c(Cl)c1C1C(C#N)=C(N)Oc2c1c(C)nn2-c1ccccc1 (configuration not stated)
 : -3%, -2%, -18%

# Continued:
Compound | N370S GC mod | FEN1 inh | TDP1 cell CPT
COc1cc(/C=N/NC(=O)CN(Cc2ccco2)S(=O)(=O)c2ccccc2)ccc1O | -9% | -12% | 3%
N/C(=N\OC(=O)c1ccc([N+](=O)[O-])cc1)c1ccccn1 | 7% | 17% | -20%
CN(Cc1nc(-c2cccs2)no1)CC1COCCO1 (configuration not stated) | 0% | -1% | -23%
Cc1ccc(S(=O)(=O)NC2CCSC2=O)cc1C (configuration not stated) | nt | 0% | 3%
CCOc1cccc2cc(C(=O)NCc3ccccc3)c(=N)oc12 | -1% | 6% | ?
COc1cccc(NC(=O)C2C3C=CC4(O3)C2C(=O)N(C2CC2)C4C(=O)NC2CCCCC2C)c1 (configuration not stated) | 4% | -1% | -16%
CCOc1ccccc1C(=O)NCC(=O)OCCCOC(=O)CNC(=O)c1ccccc1OCC | -14% | -10% | -19%
C/C(=N\NC(=O)c1ccc([N+](=O)[O-])cc1)c1c(O)cc(C)oc1=O | 17% | 2% | ?
O=C(CN(Cc1ccco1)Cc1cccs1)N1CCN(S(=O)(=O)c2cccc(F)c2)CC1 | nt | -10% | 23µM*
Cc1c(-c2ccc(O)cc2)nn(-c2ccc(O)cc2)c1-c1ccc(OCCN2CCCCC2)cc1 | ? | nt | 19µM*
COc1ccc(C(=O)N2CCN(c3ccccc3Cl)CC2)cc1S(=O)(=O)NC1CC1 | nt | 14% | ?
Cn1c(=O)c2[nH]c(C3CC3)nc2n(C)c1=O | nt | -33% | -12%
CC(=O)N1CCc2cc(S(=O)(=O)NC(Cc3ccccc3)C(=O)NCCN3CCCCC3C)ccc21 (configuration not stated) | -2% | 18% | -1%
CC(=O)Nc1ccccc1OC(C)C(=O)N1CC(C)CC(C)C1 (configuration not stated) | 1% | 17% | ?
CC(C)(C)C1CCC(=NNC(=O)CC(=O)NCc2ccccc2)CC1 (configuration not stated) | 2% | 7% | 5%
Cc1ccc(-c2nnc(N)o2)cc1 | 9% | -1% | -14%
CCCC1=[N+](CC(=O)c2ccc(C)cc2)CCn2cccc21 | 1% | -8% | ?
CCOC(=O)N1CCN(C(=O)/C(=C/c2cccc3ccccc23)NC(=O)c2ccc(OC)cc2)CC1 | -8% | -19% | -27%
COC(=O)c1ccc(Oc2cc(C)nc(SC)n2)cc1 | -5% | 1% | 4.1µM*
CC(C)(C)NC(=O)C(c1ccncc1)N(C(=O)Cn1nnc(-c2ccc(F)cc2)n1)c1ccc(F)cc1 (configuration not stated) | 1% | -1% | -21%
COc1ccc(C(C)=O)cc1CSc1nnc(-c2ccncc2)o1 | -5% | -1% | -27%
COc1ccc(NC2=Nc3ccccc3N[C@@]23C[C@H]2CCCC(=O)N4CC[C@@H](C3)[C@@H]24)cc1 | nt | -13%&4% | ?
O=C(CCc1nnc(CCCCc2ccccc2)o1)N1CCCC(O)C1 (configuration not stated) | -2% | -2% | -3%
CCCNc1c(N)c(=O)c1=O | 5% | 15% | 1%

# Single records, from the list above. Order of screens: N370S GC mod, FEN1 inh, TDP1 cell CPT
# CC(=O)Nc1ccccc1OC(C)C(=O)N1CC(C)CC(C)C1 (configuration not stated) in the list: 1%, 17%, ?
# O=C(CCc1nnc(CCCCc2ccccc2)o1)N1CCCC(O)C1 (configuration not stated) in the list: -2%, -2%, -3%

# Carrying on:
Compound | N370S GC mod | FEN1 inh | TDP1 cell CPT
CSC1SCC2C(=O)N(C)C(C(C)C)C(=O)OCC(NC(=O)c3cnc4ccccc4n3)C(=O)NC(C)C(=O)N(C)C1C(=O)N(C)C(C(C)C)C(=O)OCC(NC(=O)c1cnc3ccccc3n1)C(=O)NC(C)C(=O)N2C (configuration not stated) | nt | 0.56µM* | -72%
O=c1[nH]cnc(O)c1C(c1cccc([N+](=O)[O-])c1)c1c(O)nc[nH]c1=O | -2% | 1% | -1%
Cc1ccc(CCNC(=O)c2c[nH]c3ccc(S(=O)(=O)Nc4ccc(C)cc4C)cc3c2=O)cc1 | -6% | 3% | ?
CCOc1cccc(C(=O)NC(=S)Nc2ccc(N3CCN(CC)CC3)cc2)c1 | -34% | -1% | ?
O=C(NCC(F)(F)F)Nc1ccccn1 | 5% | -1% | -5%
CCC(=O)OCn1nnc2ccccc2c1=O | 5% | 11% | 14%
Cn1c(SCc2ccccc2)nnc1-c1ccc(O)cc1 | ? | -3% | 0%
O=C(COC(=O)c1cccnc1Cl)c1ccc(Cl)s1 | nt | -12% | -16%
C#CCOCCOCCOCCNc1nc(N2CCN(C(=O)[C@H](CCCCN)n3cc([C@@H](N)CO)nn3)CC2)nc(N2CCN(C(=O)[C@H](Cc3ccc(O)cc3)n3cc([C@@H](N)CC(C)C)nn3)CC2)n1 | -15% | 4% | -1%
C=C(C)C1Cc2c(C)nn(-c3ccccc3)c2C1 (configuration not stated) | 1% | 11% | -16%
O=C(CCS(=O)(=O)c1ccc(Br)cc1)NCCc1ccc(Cl)cc1 | 0% | 20% | ?
CSCCC(NC(=O)c1c(C)oc2c1CCCC2)C(=O)O (configuration not stated) | 0% | -2% | -1%
Cc1ccc(CNC(=O)CCS(=O)(=O)c2cc(Br)cc3c2N(C(=O)C2CC2)CC3)cc1 | nt | 13% | ?
CCN(CC(=O)NC1CCCCCC1)S(=O)(=O)c1ccccc1 | 5% | -1% | ?
O=C(O)c1cccc(CN2C(=O)S/C(=C/c3ccccc3[N+](=O)[O-])C2=O)c1 | 13% | -17% | -18%
O=c1cc(O)c2sc(Nc3cccc(C(F)(F)F)c3)nc2[nH]1 | 8% | -12% | 12µM*
Cc1cccc(NC(=O)Nc2cnccn2)c1C | -4% | -4% | -17%
O=C(CNS(=O)(=O)c1ccc(Cl)c(C(F)(F)F)c1)NC1CCCCCC1 | nt | -5% | -16%

# Not all compounds are listed; count on the stated rates, not on these rows.
